# FAK inh – blocks human focal adhesion kinase activity; Q05397; biochemical FAK kinase activity assay; inhibition, %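 (tested at 7 µM)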; 97,000 tested, 0.84% active; in the data active means inhibition above about 19%;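 further: 0% = DMSO and 100% = reference compound high control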
# Target sequence (Q05397 whole entry, looked up): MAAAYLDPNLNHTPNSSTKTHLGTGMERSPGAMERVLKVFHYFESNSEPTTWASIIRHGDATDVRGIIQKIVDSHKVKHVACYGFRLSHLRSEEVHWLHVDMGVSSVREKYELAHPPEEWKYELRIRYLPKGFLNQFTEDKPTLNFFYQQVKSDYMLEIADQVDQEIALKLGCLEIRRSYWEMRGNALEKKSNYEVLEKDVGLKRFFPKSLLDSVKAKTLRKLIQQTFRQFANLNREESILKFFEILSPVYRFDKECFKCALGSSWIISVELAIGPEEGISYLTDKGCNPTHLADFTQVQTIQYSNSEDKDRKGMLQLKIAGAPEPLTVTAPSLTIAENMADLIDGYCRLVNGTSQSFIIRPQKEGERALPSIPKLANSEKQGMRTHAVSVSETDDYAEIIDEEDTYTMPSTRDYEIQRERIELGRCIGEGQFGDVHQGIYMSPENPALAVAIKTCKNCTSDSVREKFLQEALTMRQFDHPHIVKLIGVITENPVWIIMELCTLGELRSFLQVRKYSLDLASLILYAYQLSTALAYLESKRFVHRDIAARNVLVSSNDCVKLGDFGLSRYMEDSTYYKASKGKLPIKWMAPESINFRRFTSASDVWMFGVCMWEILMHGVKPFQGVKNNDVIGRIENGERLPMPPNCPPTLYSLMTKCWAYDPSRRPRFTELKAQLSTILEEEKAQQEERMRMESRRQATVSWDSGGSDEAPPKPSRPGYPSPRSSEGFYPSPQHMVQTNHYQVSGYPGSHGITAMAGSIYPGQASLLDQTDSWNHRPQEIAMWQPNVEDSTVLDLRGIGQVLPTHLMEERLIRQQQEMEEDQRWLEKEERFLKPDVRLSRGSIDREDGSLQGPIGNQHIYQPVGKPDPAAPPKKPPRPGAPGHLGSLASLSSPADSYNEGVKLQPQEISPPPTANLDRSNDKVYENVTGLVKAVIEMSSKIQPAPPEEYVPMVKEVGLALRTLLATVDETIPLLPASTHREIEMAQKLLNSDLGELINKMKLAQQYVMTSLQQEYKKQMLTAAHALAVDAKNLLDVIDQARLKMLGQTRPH
# Ecoli WT expand – E. coli BW25113 growth inhibition, expanded screen | OD600 absorbance | growth inhibition, % at 100 µM | 98,000 tested, 0.15% active;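 active means growth inhibition above about 50% at one test dose, limit read from the data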;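 further: growth measured after 20 h incubation at 37 °C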
# PLAP activator – activators of human placental alkaline phosphatase. P05187. purified PLAP enzyme, luminescent substrate read-out; hits give high values. activation fold at 20 µM. 96,000 tested, 1.2% active. AID 696; in the data active means activation fold above about 2
# The depositor's hits bear a star.
SMILES	FAK inh	PLAP activator	Ecoli WT expand
Cc1cc(C)nc(SCCC(=O)Nc2ccccc2C)n1	5.0	1	0.0
CCOC(=O)C1C(=O)NC(c2ccccc2)=NC1c1ccccc1 (stereo not drawn)	-3.0	0.9	0.0
CC(C)(C)C1CCc2c(C(=O)N/N=C/c3cccs3)csc2C1 (stereo not drawn)	3.8	1	0.0
CN(C(=O)c1ccccc1NC(=O)C(F)(F)F)c1ccccc1	-8.4	0.9	9.0
CCn1c(O)c(N=NC2=NC(=O)CS2)c2ccccc21	-8.9	0.9	-6.0
CCCCc1ccc(-c2c(C#N)c(N)nc3c2CCCC3)s1	-6.2	1	-24.0
Cc1ccc(S(=O)(=O)N/N=C/c2ccc(OC3CSC3)cc2)cc1	-2.4	1.1	-14.0
CNC(=S)NNC(=O)COc1ccccc1C	-2.2	1.4	5.0
COC(=O)c1c(C(=O)OC)c(-c2ccccc2)n2c1CCC2	1.2	1.1	-4.0
COc1ccc(NC(=S)N2CCC(c3nc4ccc(Cl)cc4[nH]3)CC2)c(OC)c1	-2.4	1.2	4.0
OC(CNCc1ccc(F)cc1)(c1ccc(F)cc1)c1ccc(F)cc1	1.8	0.7	21.0
Cc1ccc(S(=O)(=O)N/N=C/c2ccc(OCC(=O)Nc3ccccc3Cl)cc2)cc1	1.5	1.2	-10.0
O=C(CSc1nc(-c2ccccc2)cs1)N1CCc2ccccc21	2.1	1	-2.0
C=CCNc1nc(SCC=C)nc2ccsc12	17.7	0.9	17.0
Cc1ccc(N(C(=O)C(F)(F)F)C(C(=O)NC2CCCCC2)c2cccs2)cc1C (stereo not drawn)	-8.4	0.7	-18.0
O=C(NNC(=O)c1cc2cc3ccccc3nc2s1)c1ccc(F)cc1	25.9*	1.7	-5.0
O=c1c2ccccc2nc(/C=C/c2ccc([N+](=O)[O-])o2)n1CCCO	-3.7	0.9	31.0
CCOC(=O)c1nn(-c2ccc(F)cc2)c(-c2ccccc2)c1C(=O)c1ccccc1	8.2	1.2	-7.0
Cc1ccc2nc(CSc3nc(C)cc(C)c3C#N)[nH]c2c1	1.7	1.5	-10.0
O=C(NCC1CCCO1)c1onc(CSc2cccc3ccccc23)c1C(=O)O (stereo not drawn)	-3.2	1.1	-15.0
CC(C)NC(=O)c1onc(CSc2ccccc2F)c1C(=O)O	-4.0	0.9	-6.0
C=CCSc1nc(Oc2ccccc2)c2sccc2n1	-4.0	1	3.0
Cc1ccc(Oc2c(C=O)c3ccccc3n2C)cc1	7.2	0.7	7.0
Cc1ccc(C)c2nc(SCC(=O)NCc3cccs3)c(C#N)cc12	-4.8	0.7	-12.0
Cn1cc(C(=O)N/N=C/C(Br)=C\c2ccccc2)ccc1=O	-1.7	0.9	-16.0
CCn1c(CSCc2ccc(C)cc2)nnc1SCC(=O)NCc1ccccc1	1.5	1.3	8.0
CNc1cc(N2CCCCCC2)ccc1[N+](=O)[O-]	8.6	0.8	8.0
CCOC(=O)C1=C(O)/C(=C\c2cccc(OC)c2)N=C1C	-4.0	0.8	2.0
COc1ccc(-n2nc(C(=O)NCC(=O)NCC3CCCO3)c3ccccc3c2=O)cc1Cl (stereo not drawn)	-1.0	1.2	3.0
O=S(=O)(N/N=C\c1cccn1-c1ccccc1)c1ccc2ccccc2c1	-3.9	1.1	-13.0

# (more compounds)
SMILES	FAK inh	PLAP activator	Ecoli WT expand
COc1ccc(C/C(N)=N/OC(=O)Cc2ccccc2)cc1OC	4.3	1	-3.0
Cc1cccc(C)c1OCCCCn1cnc2ccccc2c1=O	-6.1	1.2	-2.0
COC(=O)c1sccc1NC(=O)CN(C)NS(=O)(=O)c1ccc(F)cc1	3.3	0.9	9.0
Cc1cc(Cl)c(S(=O)(=O)N/N=C/c2ccc3c(c2)OCO3)c(Cl)c1	-2.7	1.2	15.0
CC(NC(=O)CSc1nc(=O)cc(N)n1CCc1ccccc1)c1ccccc1 (stereo not drawn)	-2.5	0.9	0.0
Cc1ccc(S(=O)(=O)CCCS(=O)(=O)c2ccc(C)cc2)cc1	-0.9	0.8	-5.0
CCc1c(C(=O)c2ccc(Cl)cc2)oc2c(C)c3oc(=O)cc(C)c3cc12	5.2	1.1	-20.0
Nc1cccnc1Sc1cccc(Cl)c1	4.0	1.2	20.0
O=S(=O)(NCc1cc(-c2ccccc2Cl)no1)c1ccccc1	0.4	1.1	0.0
Cc1cc(C)c2nc(NC(=O)c3ccc4c(c3)OCO4)sc2c1	-3.7	0.8	-16.0
O=C(Cc1nc(-c2ccc([N+](=O)[O-])cc2)cs1)Nc1ccccc1	2.8	1	-8.0
Cc1cccc2c(SCC(=O)NCC3CCCO3)nc(-c3ccc(F)cc3)nc12 (stereo not drawn)	-8.0	1.2	-6.0
O=C(NC(=S)NC1CCSC1=O)c1ccccc1Cl (stereo not drawn)	1.3	1.8	-3.0
Cc1cc(=O)[nH]c(-n2[nH]c3c(c2=O)CCCC3)n1	3.1	2.6*	1.0
O=C(/C=C/Nc1ccccc1)c1cnc(-c2ccccc2)s1	1.1	0.7	-18.0
CS/C(N)=N/N=C/c1ccc([N+](=O)[O-])cc1	-10.1	0.9	8.0
Cn1c(CCNC(=O)c2ccc(Cl)cc2)n[nH]c1=S	1.9	1.1	-3.0
COc1ccc(NC(=O)OC(CN2CCCCC2)C(F)(F)F)cc1 (stereo not drawn)	2.9	1.1	-7.0
C#CCn1c(S(=O)(=O)Cc2ccc(OC)cc2)nc(-c2ccccc2)c1-c1ccccc1	3.9	1.1	-11.0
Cc1cc(C)c(S(=O)(=O)n2ccc(-c3ccc(OCCN(C)c4ccccn4)cc3)n2)c(C)c1	-1.5	1	-12.0
O=c1c(-c2nc3ccccc3s2)cccn1Cc1ccc(Cl)cc1	0.3	0.9	-1.0
CCc1ccccc1N1C(=O)c2cccc3c(N4CCOCC4)c([N+](=O)[O-])cc(c23)C1=O	-0.4	0.9	2.0
O=C(COc1ccccc1C(=O)N/N=C\c1ccc(O)c(O)c1)N/N=C/c1ccc(O)c(O)c1	2.2	1	3.0
Cc1ccc(-n2c(-c3cc(C)n(C)n3)n[nH]c2=S)cc1	-6.0	0.9	-4.0
COC(=O)c1ccccc1NC(=S)NC(=O)CC(C)C	1.3	1	2.0
Cc1nn(Cc2ccc(Cl)cc2Cl)c(C)c1NC(=O)c1ccc(COc2cc(Cl)ccc2Cl)o1	-4.3	1.4	-14.0
CSc1ccc(CCNC(=O)CSc2ccsc2[N+](=O)[O-])cc1	6.7	0.8	-6.0
Cc1nn(CCc2n[nH]c(=S)n2C2CCCCC2)c(C)c1Br	-5.5	1.1	-2.0
Cc1ccc(N2C(=O)/C(=C\c3ccco3)SC2=S)cc1	12.0	1	-8.0
Cc1cc(Cl)ccc1Oc1ncc(-c2ccc(Cl)cc2)cn1	1.1	0.9	-13.0

# Look-ups from the list.
# CSc1ccc(CCNC(=O)CSc2ccsc2[N+](=O)[O-])cc1 in FAK inh = 6.7
# C#CCn1c(S(=O)(=O)Cc2ccc(OC)cc2)nc(-c2ccccc2)c1-c1ccccc1 in Ecoli WT expand = -11.0

# Further compounds.
SMILES	FAK inh	PLAP activator	Ecoli WT expand
COCCNC(=O)c1onc(CSc2ccc(C)c(C)c2)c1C(=O)O	-3.6	1	0.0
CCOC(=O)C1=C(C)NC(=S)NC1c1ccc(-c2cccc(Cl)c2C)o1 (stereo not drawn)	-0.9	0.9	-10.0
CCOC(=O)C1=C(C)N=C2c3ccccc3C(=O)C2C1c1ccc(C)cc1 (stereo not drawn)	11.7	1.2	-11.0
CCCCC1(C)OC(=O)C(=Cc2ccc(N(C)C)cc2)C(=O)O1 (stereo not drawn)	-4.9	1.2	6.0
O=C(Oc1ccc(Br)cc1C(=S)N1CCCC1)c1ccccc1Cl	-1.5	0.9	-22.0
Cc1ccccc1C(=O)Nc1ccc(N2CCOCC2)nc1	3.7	0.8	10.0
CCOC(=O)CC1C(=O)NCCN1S(=O)(=O)c1ccccc1Cl (stereo not drawn)	3.2	1	8.0
CNc1ccc(Br)cc(C(=O)/C=C/c2ccc3c(c2)OCO3)c1=O	14.0	1	-2.0
Cc1ccc(NC(=O)CC2CS(=O)(=O)CC2CC(=O)Nc2ccc(C)c(C)c2)cc1C (stereo not drawn)	-0.5	0.9	-13.0
Clc1ccc(-c2cnc(Oc3ccccc3)nc2)cc1	-7.6	0.8	-8.0
CC(C)(C)S(=O)(=O)c1cnc2c(-c3ccc(Cl)cc3)cnn2c1N	3.5	1	-13.0
CCOC(=O)CC1C(=O)NCCN1S(=O)(=O)c1ccc(Cl)cc1Cl (stereo not drawn)	-1.4	1.3	-1.0
Cc1ccc(C2CN(C)C3(C(=O)Nc4ccccc43)C23COc2ccccc2C3=O)cc1 (stereo not drawn)	-2.2	1.5	-2.0
CCOc1ccc(N2C(=O)C3CC(C)=C(C)CC3C2=O)c([N+](=O)[O-])c1 (stereo not drawn)	0.5	0.9	-2.0
CCOc1ccc(C(=O)NC(=S)Nc2ccccc2N2CCC(C)CC2)cc1[N+](=O)[O-]	1.1	1.1	-15.0
O=C(/C=C/c1ccc(OC2CSC2)cc1)c1ccccc1	-1.4	0.6	-2.0
COc1ccc(/C=C(/NC(=O)c2ccccc2)C(=O)N/N=C/c2ccc3c(c2)OCO3)cc1OC	-0.6	1.2	-7.0
c1ccc(C[n+]2csc3ccccc32)cc1	-4.4	1	0.0
O=C(CCCCCn1c(=O)[nH]c2ccsc2c1=O)NCc1ccc2c(c1)OCO2	-2.0	1.2	0.0
Cc1nc(NC(=O)c2ccccc2)sc1-c1csc(Nc2cccc(F)c2)n1	1.3	0.8	-12.0
CC(=O)Nc1ccc(-c2cc(-c3ccc(NC(C)=O)cc3)nc(-c3ccccc3)n2)cc1	-3.5	1	-2.0
O=C(Nc1ccccc1)O/N=C/c1ccncc1	1.3	0.9	6.0
Cc1ccc(NC(=O)CCC(=O)c2ccc(F)cc2)cc1Cl	-3.8	0.9	-6.0
CCC1=NN(C(=O)C(=O)Nc2ccccc2OC)C(O)(C(F)(F)F)C1 (stereo not drawn)	8.7	1	5.0
Cc1ccc(CNC(=O)/C(C#N)=C/c2ccc(C)s2)cc1	0.1	1.1	1.0
C(=N\N1CCN(C2c3ccccc3-c3ccccc32)CC1)/c1cccnc1	0.9	1.2	1.0
C/C(Cc1ccccc1)=N\NC(=O)CCCCCC(=O)N/N=C(\C)Cc1ccccc1	-0.4	1	0.0
Cc1cc([N+](=O)[O-])ccc1-c1ccc(C2Nc3ccccc3C(=O)N2O)o1 (stereo not drawn)	6.5	1.1	32.0
O=C(N/N=C/c1ccc(O)cc1)c1ccc(COc2cc(Cl)ccc2Cl)o1	4.3	1.2	9.0
O=C1NN(c2ccccc2)C(=O)C2C3C=CC(C4CC34)C12 (stereo not drawn)	-4.5	1	-3.0

# Reprinted from the part before: 3 entries, followed by the next part.
SMILES	FAK inh	PLAP activator	Ecoli WT expand
Cc1cc([N+](=O)[O-])ccc1-c1ccc(C2Nc3ccccc3C(=O)N2O)o1 (stereo not drawn)	6.5	1.1	32.0
O=C(N/N=C/c1ccc(O)cc1)c1ccc(COc2cc(Cl)ccc2Cl)o1	4.3	1.2	9.0
O=C1NN(c2ccccc2)C(=O)C2C3C=CC(C4CC34)C12 (stereo not drawn)	-4.5	1	-3.0
Cc1cc(-c2cccc([N+](=O)[O-])c2)nc2ccc3ccccc3c12	-2.5	1.1	-9.0
Cc1ccc(C(=O)O/N=C\c2ccc(N3CCOCC3)c([N+](=O)[O-])c2)cc1	0.8	1.1	-9.0
CO/N=C/c1ccc(N2CCN(C(=O)c3ccc(Cl)cc3Cl)CC2)c([N+](=O)[O-])c1	-0.1	1.1	-9.0
CC(=O)Nc1ccc(NC(=O)Cn2c(-c3ccc(F)cc3)cnc2SCC(=O)Nc2c(C)cccc2C)cc1	-0.7	1	-12.0
Nc1ccc(C(=O)N/N=C/c2ccccc2)cc1	-3.9	0.9	-8.0
CCCCCOCC1CC(C/C(C)=N/Nc2nc(-c3ccccc3)cs2)C(=O)O1 (stereo not drawn)	-3.2	1.1	-3.0
COc1cccc(/C=N/n2nnc3c(cnn3-c3ccccc3)c2=O)c1	1.0	0.8	4.0
Cn1c2c(c(=O)n(C)c1=O)C(C(F)(F)F)(C(F)(F)F)N=C(c1ccc(Cl)cc1)N2	-3.5	1.1	0.0
CNc1oc(-c2ccc(Cl)cc2)nc1P(=O)(c1ccccc1)c1ccccc1	5.8	1.3	-18.0
COc1ccc(N2C(=O)CC(S/C(N)=N/N=C(\C)c3cccs3)C2=O)cc1 (stereo not drawn)	-4.1	1	-5.0
CC1CCC/C(=N\NC(=O)COc2ccc(Cl)cc2Cl)C1 (stereo not drawn)	-1.4	1	12.0
COc1cc2c(cc1NC(=O)Nc1ccccc1)oc1ccccc12	-5.7	0.8	-6.0
Cc1ccc(NC(=O)CSc2ncc(-c3ccccc3)n2C(=O)c2ccccc2)cc1	0.8	0.9	-15.0
COc1ccc(/C=N/NC(=O)C(Cc2c[nH]c3ccccc23)NC(=O)OCC(C)C)cc1[N+](=O)[O-] (stereo not drawn)	5.5	1.1	1.0
CCOC(=O)N1CCN(C(=O)CSCc2ccc(C)cc2)CC1	-2.9	1.1	3.0
CCCCCC(O)CCc1n[nH]c(=S)n1-c1ccccc1 (stereo not drawn)	2.2	1.2	-2.0
CNc1nc(Cl)nc(NC(C)(C)C)n1	-1.0	0.7	4.0
c1ccc2c(c1)ncn2-c1ccc(-c2ccnc(-c3ccncc3)n2)cc1	29.3*	0.9	-3.0
O=C(/C=C/c1ccccc1)NNC(=O)c1cccnc1	0.0	2*	3.0
Cc1nc2sc3c(c2c(=N)n1N)CC(C)(C)OC3	-0.9	1	-3.0
CCC(CC)C(=O)c1c[nH]c(C(=O)NCCCn2ccnc2)c1	2.3	1.7	8.0
Cc1cc2nc(C3CCN(Cc4nnnn4Cc4ccccc4)CC3)[nH]c2cc1C	0.8	2.4*	-7.0

# These rows are one share of the data (hit frequency here may not be typical).
